NCI-60 one-dose screen, 48 h, at 10 µM unless noted. Numbers give growth in % (100 = growth as untreated, 0 = no growth, -100 = all killed).
NCI-H23 – NCI-H23 lung cancer; 4% of 80,000 active
SW-620 – SW-620 colon cancer; 5.2% of 82,000 active
HCT-15 – HCT-15 colon cancer; 5.2% of 82,000 active; AID 1794746
NCI-H322M – NCI-H322M lung cancer; 2.7% of 80,000 active; AID 1794733
NCI-H460 – NCI-H460 lung cancer. 6.8% of 82,000 active
NCI-H226 – NCI-H226 lung cancer; 3.5% of 79,000 active; AID 1794732
NCI-H522 – NCI-H522 lung cancer; 8% of 78,000 active
HT29 – HT29 colon cancer; 7.4% of 81,000 active; AID 1794748
COLO 205 – COLO 205 colon cancer; AID 1794742; 7.3% of 79,000 active
Starred values were filed as active, the others as inactive; . = no result given; & = joins results of further samples; ! = not confirmed by another sample. Rule for the calls: active = growth percent below 10; inactive = the rest.

Preview (four entries):
SMILES	NCI-H23	SW-620	HCT-15	NCI-H322M	NCI-H460	NCI-H226	NCI-H522	HT29	COLO 205
COc1cc(-c2nc(N)n(C(=S)Nc3ccccc3)n2)cc(OC)c1OC	93	99	97	86	99	93	93	103	.
COc1cc2oc(-c3cccc(NC(=O)c4ccc(C#N)cc4)c3)cc(=O)c2c(OC)c1OC	68	83	55	71	63	74	41	61	81
NC(=S)Nc1cccc(O)c1	91	100	88	89	104	97	93	103	129
COc1cc(C(=C2O[C@@H]([C@H]3COC(C)(C)O3)[C@H]3OC(C)(C)O[C@@H]23)c2cc(OC)c(OC)c(OC)c2)cc(OC)c1OC	95	.	103	103	111	94	106	114	117

Main list (from the top)
SMILES	NCI-H23	SW-620	HCT-15	NCI-H322M	NCI-H460	NCI-H226	NCI-H522	HT29	COLO 205
COc1cc(-c2nc(N)n(C(=S)Nc3ccccc3)n2)cc(OC)c1OC	93	99	97	86	99	93	93	103	.
COc1cc2oc(-c3cccc(NC(=O)c4ccc(C#N)cc4)c3)cc(=O)c2c(OC)c1OC	68	83	55	71	63	74	41	61	81
NC(=S)Nc1cccc(O)c1	91	100	88	89	104	97	93	103	129
COc1cc(C(=C2O[C@@H]([C@H]3COC(C)(C)O3)[C@H]3OC(C)(C)O[C@@H]23)c2cc(OC)c(OC)c(OC)c2)cc(OC)c1OC	95	.	103	103	111	94	106	114	117
Clc1ccc(-c2nnc(-c3ccc4c(c3)nc(-c3ccccc3)n4C3CCCCC3)o2)cc1	72	91	56	83	82	61	57	41	.
C[C@@H](Nc1ncnc2ccc(-c3cnc(N)nc3)cc12)c1ccc(F)cc1	86	96	89	38	99	89	66	85	112
CN(C/C=C/C#CC(C)(C)C)Cc1cccc2ccccc12	84	92	91	88	98	106	72	72	107
C=C1c2c(C)nn(-c3ccc(NC(C)=O)cc3)c2N(C)C23CC1C1(C)c4c(C)nn(-c5ccc(NC(C)=O)cc5)c4N(C)C(C)(CC12)C3 (stereo unspecified)	58	28	11	61	8.6*	47	43	31	.
CC(C)(C)CC(C)(C)Nc1c(-c2ccc(C(F)(F)F)cc2)nc2cnccn12	82	102	74	103	89	93	67	57	96
c1cc2c3c(c1)CCC3CCC2 (stereo unspecified)	107	106	101	111	117	97	103	110	113

Exported as comma-separated lines: part of the list above
SMILES,NCI-H23,SW-620,HCT-15,NCI-H322M,NCI-H460,NCI-H226,NCI-H522,HT29,COLO 205
CC(C)(C)CC(C)(C)Nc1c(-c2ccc(C(F)(F)F)cc2)nc2cnccn12,82,102,74,103,89,93,67,57,96
C[C@@H](Nc1ncnc2ccc(-c3cnc(N)nc3)cc12)c1ccc(F)cc1,86,96,89,38,99,89,66,85,112
NC(=S)Nc1cccc(O)c1,91,100,88,89,104,97,93,103,129

Continuation:
SMILES	NCI-H23	SW-620	HCT-15	NCI-H322M	NCI-H460	NCI-H226	NCI-H522	HT29	COLO 205
COc1ccc(-c2nc3ccccc3n2CC(=O)N=Nc2c(O)[nH]c3ccccc23)cc1	98	115	100	100	110	95	102	124	109
COc1ccc(-c2nc(SCCC(C)C)nc(NN)c2C#N)cc1	73	74	37	75	42	99	65	98	94
COc1cc(NC(N)=NCCC(C)(C)Oc2ccc(C(F)(F)F)cc2)cnc1C#N	80	93	85	87	94	84	65	78	96
O=S(=O)(Nc1ccc2ccccc2n1)c1cc(Cl)ccc1Cl	94	112	115	95	106	107	105	111	103
Fc1ccc(Br)cc1Br	106	.	109	97	102	108	92	99	118
Cn1c(O)c(N=NC(=O)c2ccc(S(N)(=O)=O)cc2)c2ccccc21	100	100	99	104	110	98	98	104	117
NS(=O)(=O)c1ccc(NC(=O)Nc2nnc(-c3ccccc3)s2)cc1	88	105	102	104	110	102	97	119	119
Cc1ccc(N)c([N+](=O)[O-])c1	104	107	107	106	112	99	100	108	116
CCn1c(-c2nonc2Nc2ccc(OC)cc2)nc2ccccc21	107	104	98	105	109	.	89	102	124
Nc1c(C(=O)Nc2cccc(F)c2)sc2nc3c(cc12)C(=O)CCC3	42	31	26	59	11	65	5.3*	17	-3.2*
NC(=O)C(NN=C(c1ccccc1)c1ccccc1)c1ccccc1 (stereo unspecified)	93	99	108	103	103	107	.	.	114
COc1cccc(NC(=S)NCc2cccnc2)c1	102	113	106	101	109	98	92	105	106
O=C(/C=C/c1ccccc1Cl)c1ccc(O)cc1	94	41	37	90	94	95	58	14	90
N#Cc1c(-c2ccccc2)cc(-c2cc(O)ccc2O)nc1N	88	80	56	.	52	83	42	76	95
Cc1onc(-c2c(F)cccc2Cl)c1-c1ncc(-c2ccc(Cl)cc2)o1	42&67	29&37	16&29	57&104	3.2*!	58&77	35	22&23	44&53
O=C(O)C(Oc1ccccc1)Oc1ccccc1	95	105	103	99	102	97	85	102	116
COc1ccc(OC(=O)c2ccc(Cl)cc2)cc1	103	104	102	95	100	97	102	114	108
O=C1c2ccccc2-c2nnc(-c3ccc(Br)cc3)cc21	47	73	60	87	82	.	.	82	100
O=C(Nc1ccc(-c2ccc(NC(=O)c3ccc(-n4c(=O)[nH]c5ccccc5c4=O)cc3)cc2)cc1)c1ccc(-n2c(=O)[nH]c3ccccc3c2=O)cc1	107	103	101	102	105	112	90	105	101
CC(=O)O[C@@H]1C[C@]2(C)[C@@H](C3(C)OCCO3)CC[C@H]2[C@@H]2C[C@H]3O[C@]34CC3(CC[C@]4(C)[C@H]21)OCCO3	98	100	109	108	108	99	90	95	115
Cc1ccc(/C=C(\C#N)C(=O)c2ccccc2)cc1	106	109	110	97	103	103	.	107	94
COCCCN1CCN(c2ccccc2OC)CC1	99	97	100	131	105	103	92	102	113
COc1ccc(C(=O)NC(c2ccc(Cl)cc2Cl)c2cc(Cl)c3cccnc3c2O)cc1 (stereo unspecified)	96	94	92	92	103	.	.	87	94
Nc1cc2c(cc1Cl)-c1ccccc1/C2=N\O	90	109	90	72	92	104	106	111	124
COc1ccc(NC(=O)c2ccccc2-c2ccccc2)c(C(N)=O)c1	54	25	33	59	17	70	.	11	9.9*
CC(=O)C(=Cc1ccc(F)cc1)C(C)=O	96	106	91	96	106	97	80	104	118
Oc1cccc2oc(=S)[nH]c12	104	108	102	128	116	106	101	113	117
O=C(CSc1nccc(Nc2ccc(N3CCOCC3)cc2)n1)c1ccc(F)cc1	79	98	88	.	95	55	51	86	105
Oc1c(Br)ccc2c(O)c(Br)ccc12	89	111	103	117	106	92	70	107	111
CCN(CC)c1cccc(O)c1	102&82	102&109	105&110	99&96	106&108	103&93	94&91	108&90	132&99
Cc1ccc(S(=O)(=O)N(C)CCC#N)cc1	104	112	103	.	108	121	88	97	109
OCCN1CN(c2ccccc2)C(=S)N(c2ccccc2)C1	112	102	103	103	110	94	114	104	100
O=C(NNc1ccccc1)c1ncc[nH]1	96	61	35	83	100	63	51	55	80
CC(O)(c1ccccc1)C(C(c1ccccc1)N1CCOCC1)N1CCOCC1 (stereo unspecified)	105	105	99	100	108	.	90	97	97
Cc1ccc(-c2nnc(SCc3nc(N)nc(Nc4ccccc4)n3)n2-c2ccccc2)cc1	94	99	90	93	95	84	86	102	110
CC/C=C\C[C@H](O)C/C=C1/C(=O)C=C[C@@H]1C/C=C\CCCCO	61	-12*	2.3*	51	0.2*	-24*	-40*	-39*	-34*
c1ccc(CNc2ncnc3c2sc2ncccc23)cc1	98	95	104	97	99	98	100	105	109
COc1cccc2c(=O)c3c(sc12)c(NCCCN)nc1ccccc13	60	-49*	29	64	-30*	63	57	-29*	-25*
Nc1ccccc1SCc1cc2cc(Cl)ccc2[nH]c1=O	.	101	85	90	101	92	93	112	119
CC1=C(C(=O)OCc2ccccc2)C(c2cccc3ccccc23)n2c(nc3ccccc32)N1 (stereo unspecified)	46	24	22	37	10.0*	19	-42*	3.9*	14
O=Cc1ccc(OCc2cnnn2-c2cc(=O)[nH]c3ccccc23)cc1	93	101	98	104	107	95	93	108	117
COc1nccc2c(Nc3cnccn3)nc(N)nc12	89	89	103	122	97	93	99	108	96
CCC(=O)Oc1cc2c(cc1[N+](=O)[O-])OCO2	104	101	103	99	103	120	78	89	98
Nc1ccc(S(=O)(=O)Nc2cc(-c3ccccc3)[nH]c2-c2ccccc2)cc1	107	95	79	91	108	107	94	107	186
C[C@H]1[C@H](C)CC[C@]2(COC(=O)CCC(=O)NCC#CCN3CCNCC3)CC[C@]3(C)C(=CC[C@@H]4[C@@]5(C)CCCNC(C)(C)[C@@H]5CC[C@]43C)[C@H]12	44	-2.6*	16	77	9.6*	76	59	-21*	-77*
CCn1cc(C(=O)NNC(=S)Nc2ccc(C)cc2)c(=O)c2ccc(C)nc21	102	99	103	80	101	90	97	97	116
O=c1c2cc(F)ccc2sc2c(NCCCN3CCCC3)nc3ccccc3c12	64	20	7.6*	64	12	79	25	5.1*	46
COc1cc2oc(-c3cccc(NC(=O)[C@H](Cc4ccccc4)NC(=O)OC(C)(C)C)c3)cc(=O)c2c(OC)c1OC	39	43	17	46	12	28	30	23	34
CC(=O)c1ccnc2c(O)c(CN3CCOCC3)ccc12	95	102	30	72	68	94	64	107	109
COc1ccc(Oc2nc(NC3CCCCCC3)nc(Sc3ccc(OC)cc3)n2)cc1	.	83	69	.	83	79	73	60	91
(continued)
SMILES	NCI-H23	SW-620	HCT-15	NCI-H322M	NCI-H460	NCI-H226	NCI-H522	HT29	COLO 205
COc1ccc(OC)c(/C=C/c2ccc([N+](=O)[O-])cc2)c1	96	91	92	92	98	70	97	106	113
CC(Cc1ccccc1)[N+](C)(C)C (stereo unspecified)	99	108	104	96	108	101	101	105	112
Cc1ccc(S(=O)(=O)N(Cl)Cl)cc1	95	101	111	93	108	94	97	92	114
CCOC(=O)c1ccc(Nc2ncnc3c2c(C)nn3C)cc1	100	107	101	104	107	98	96	100	110
N#Cc1c2c(nc3n[nH]c(N)c13)CCCC2	100	96	105	128	108	110	104	104	148
c1csc(-c2cnc3nonc3n2)c1	73	100	90	90	102	88	71	91	91
N#CC(C#N)=Cc1cc2ccccc2n2nnnc12	96	97	89	86	98	97	84	92	94
CCC[CH2][Sn]1([CH2]CCC)[O]C2C(CO)OC(n3ccc(N)nc3=O)C2[O]1 (stereo unspecified)	-42*	-77*	-59*	33	12	-94*	-79*	-70*	-79*
COC1=CC2C3(O)CCCc4cccc(c43)N3C(=O)CCC23C=C1OC (stereo unspecified)	99	96	102	101	101	98	81	95	118
c1ccc2cc(Cn3c(-c4ccc5ccccc5c4)[n+](Cc4ccc5ccccc5c4)c4ccccc43)ccc2c1	-56*	-85*	-75*	-7.1*	-82*	.	.	-72*	-70*
N=C1C(c2nc(-c3ccc(Cl)cc3)cs2)=C(O)CN1NC(=O)c1ccc2c(c1)OCO2	94	103	115	100	171	108	111	141	126
O=C(NCc1ccc(Cn2c(=O)sn(-c3ccc(Cl)cc3)c2=O)cc1)OCc1ccc2c(Cl)cc(Cl)c(O)c2n1	44	49	16	46	22	57	69	111	109
CNNC1=NS(=O)(=O)c2cnccc2N1c1cc(C)ccc1O	103	111	107	107	107	112	91	100	110
O=C(Nc1ccncc1)C(=O)c1cn(S(=O)(=O)c2ccc(Cl)cc2)c2ccccc12	31	10	27	81	72	78	-2.8*	2.9*	106
c1ccc(Nc2nnc(-c3cc(-c4cccnc4)n(-c4ccccc4)n3)o2)cc1	101	109	97	108	103	108	72	98	118
O=C(Nc1ccc(NS(=O)(=O)c2ccc(C(F)(F)F)cc2)cc1)C12CC3CC(CC(C3)C1)C2	99	102	85	.	96	88	83	87	105
COc1ccc(/C=C/c2c(C(N)=O)c(C)nc3ccccc23)cc1	95	101	101	97	105	80	93	106	107
COc1ccc(CCN2CC(=O)NC(=O)C2)cc1OC	97	103	107	108	108	.	97	102	116
Cc1c(C(N)=O)sc2ncn(CCO)c(=O)c12	114	112	111	107	118	103	103	113	.
CC(=O)c1c(/C=C/c2ccc(C(F)(F)F)cc2)c2ccccc2[nH]c1=O	80	84	94	83	53	52	84	81	78

Three records drawn at random from the list so far, as already listed:
SMILES	NCI-H23	SW-620	HCT-15	NCI-H322M	NCI-H460	NCI-H226	NCI-H522	HT29	COLO 205
O=C(Nc1ccncc1)C(=O)c1cn(S(=O)(=O)c2ccc(Cl)cc2)c2ccccc12	31	10	27	81	72	78	-2.8*	2.9*	106
COc1ccc(CCN2CC(=O)NC(=O)C2)cc1OC	97	103	107	108	108	.	97	102	116
Cc1c(C(N)=O)sc2ncn(CCO)c(=O)c12	114	112	111	107	118	103	103	113	.

Remaining list, next part
SMILES	NCI-H23	SW-620	HCT-15	NCI-H322M	NCI-H460	NCI-H226	NCI-H522	HT29	COLO 205
Cc1cc(N/N=C/c2nc(-c3ccccc3)oc2C)c2cc(Br)ccc2n1	89	28	44	94	74	88	81	66	86
O=CNc1c2ccccc2c(NC=O)c2ccccc12	101	100	104	94	104	98	85	98	101
COc1ccc(C(=O)c2cc3c(OC)c(OC)c(OC)cc3[nH]2)cc1	32	34	36	.	17	87	25	14	37
CCN(c1ncc(C(=O)O)cn1)c1cc2c(cc1C)C(C)(C)CCC2(C)C	94	113	100	108	103	89	76	107	107
CC(=O)C(N=Nc1ccc(N2CCN(C(=O)OC(C)(C)C)CC2=O)cc1)C(C)=O	103	110	109	106	108	99	99	113	124
COc1cc(/C=N/Nc2cccc(Br)c2)cc(OC)c1OC	71	34	53	62	50	72	36	51	107
O=C(CSc1nc2ccccc2c(=O)n1CCc1ccccc1)Nc1ccc(Cl)cc1	79	90	84	87	68	77	56	104	86
COc1ccc(-c2cc(C#N)c(N)o2)cc1	94	93	97	95	99	88	96	100	114
O=C(NNc1nc(NNC(=O)c2ccccc2)nc(N2CCOCC2)n1)c1ccccc1	94	104	103	96	102	96	103	112	113
COC(=O)c1oc2c(C(=O)/C=C/c3ccc(OC)cc3)c(OCCCN3CCCCC3)ccc2c1C	22	-18*	3.3*	18	4.2*	89	1.1*	3.9*	29
Fc1ccc(Cn2cc(CSc3nc4ccccc4o3)nn2)cc1	106	101	104	92	110	93	83	100	114
Cc1nn(-c2ccc(Cl)cc2)c(=O)n1CCN1C(=O)CSC1=O	69	.	88	75	93	72	59	92	93

High-throughput results: PubChem, NCI
